# AmpC inh detg: inhibitors of E. coli AmpC beta-lactamase with detergent. P00811. AmpC hydrolysis of nitrocefin, absorbance 480 nm, 0.01% Triton. Potency, µM (titrated, usually from 114 µM), for the others: at the highest dose activity change, negative = inhibition, actives largely listed as inhibitors. 370,000 tested, 0.041% active. AID 485294;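 further: potency means the concentration at half of the fitted maximal effect; 0% = no-compound wells and -100% = no-enzyme wells; nearly all actives have a fitted effect of over 25% in size; some results filed as inactive show a strong effect at the top dose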
# Target sequence (P00811 whole entry, looked up): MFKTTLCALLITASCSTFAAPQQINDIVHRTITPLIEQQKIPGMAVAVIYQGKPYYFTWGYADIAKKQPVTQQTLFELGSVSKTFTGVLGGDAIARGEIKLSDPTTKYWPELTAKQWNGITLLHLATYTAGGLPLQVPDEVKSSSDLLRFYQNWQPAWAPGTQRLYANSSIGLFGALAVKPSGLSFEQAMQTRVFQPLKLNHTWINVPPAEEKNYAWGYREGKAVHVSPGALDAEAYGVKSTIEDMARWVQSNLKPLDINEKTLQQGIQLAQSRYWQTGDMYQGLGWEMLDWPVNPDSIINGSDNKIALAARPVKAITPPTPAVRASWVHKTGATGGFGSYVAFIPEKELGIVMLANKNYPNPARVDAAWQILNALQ
#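 AmpC (5.3 nM in the dispensed reagent) in 20 mM phosphate pH 7.0 with 0.01% (detergent screen) or 0.0001% Triton X-100 was preincubated with compounds for 15 min at room temperature. Nitrocefin was then added from an 800 uM solution, and hydrolysis was followed at 480 nm.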
# Sm TGR inh: blocks Schistosoma mansoni thioredoxin glutathione reductase; 360,000 tested, 3% active; purified TGR, DTNB reduction, TNB absorbance 405 nm; Potency, µM (top dose mostly 114 µM), inactives show at the top dose activity change, negative = inhibition, usual class: inhibitors; Q962Y6; further: potency means the concentration at half of the fitted maximal effect; nearly all actives have a fitted effect of over 60% in size
#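 TGR 20 nM + NADPH 100 uM (dispensed conc.), cpd preinc 15 min RT; start with NADPH (500 uM addition) then DTNB (15 mM addition). Kinetic TNB absorbance, 405 nm filter. Four-parameter Hill fit across titration.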
# TbPYK inhibitor: blocks Trypanosoma brucei pyruvate kinase; TbPYK enzyme, Kinase-Glo Plus ATP luminescence, 45 min; AID 624173; Potency, µM (series often up to 76.8 µM), without a hit: top-dose activity, negative = inhibition, usual class: inhibitors; 410,000 tested, 0.12% active; further: potency means the concentration at half of the fitted maximal effect; nearly all actives have a fitted effect of over 50% in size
#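 Quantitative HTS: titrated library compounds versus trypanosomal pyruvate kinase in TEA buffer (pH 7.2) containing KCl, MgCl2, BSA and Tween-20. Reactions were initiated with ADP, 130 uM final. Kinase-Glo Plus luminescence was read after 45 min at RT.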
# LmPK inhibitor: blocks Leishmania mexicana pyruvate kinase activity; Q27686; purified LmPK, Kinase-Glo ATP luminescence, 1 h; Potency, µM (series often up to 57.5 µM), inactives show at the highest dose activity change, negative = inhibition, usual class: inhibitors; 290,000 tested, 0.37% active; AID 1721; further: potency means the concentration at half of the fitted maximal effect
# Target sequence (Q27686 whole entry, looked up): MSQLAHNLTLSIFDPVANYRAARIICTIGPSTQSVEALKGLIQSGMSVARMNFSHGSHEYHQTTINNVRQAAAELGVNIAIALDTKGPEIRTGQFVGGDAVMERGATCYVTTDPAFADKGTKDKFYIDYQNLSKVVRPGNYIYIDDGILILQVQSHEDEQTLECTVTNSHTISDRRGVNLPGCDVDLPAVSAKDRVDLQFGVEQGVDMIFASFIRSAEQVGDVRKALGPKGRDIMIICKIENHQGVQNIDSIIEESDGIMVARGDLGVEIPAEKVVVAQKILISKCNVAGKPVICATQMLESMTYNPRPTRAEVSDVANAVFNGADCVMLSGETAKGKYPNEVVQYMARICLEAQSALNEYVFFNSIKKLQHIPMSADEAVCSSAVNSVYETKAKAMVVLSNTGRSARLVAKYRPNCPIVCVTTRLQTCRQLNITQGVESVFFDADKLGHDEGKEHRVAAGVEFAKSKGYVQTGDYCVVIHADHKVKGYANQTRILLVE
#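 Screened at intermediate enzyme activity to detect both inhibitors and activators: LmPK at 0.1 nM, with a 0.5 nM enzyme column as activation reference. PEP 0.5 mM, ADP 0.1 mM; ATP detected by luminescence after 1 h.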
# HCMV antiviral: human cytomegalovirus inhibition | activity change, negative = inhibition, % at 57.5 µM | 410,000 tested, 4.5% active | AID 1259415 | HFF cells, HCMV-luciferase reporter, 72 h; active compounds read low; in the data active means activity change below about -60%; inconclusive means no clear call, values can overlap the other calls; inactive means above about -39%
#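 Steps: HFFs plated, 16 h 37C; compounds added; HCMV-luciferase added to MOI 1 PFU/cell; 72 h 37C; OneGlo reagent, 5 min room temperature; luminescence read, normalized to controls.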
# AmpC inh no detg: inhibitors of E. coli AmpC beta-lactamase without detergent | 330,000 tested, 0.52% active | Potency, µM (series often up to 57.1 µM), for the others: at the highest dose activity change, negative = inhibition, usual class: inhibitors | AmpC nitrocefin hydrolysis, absorbance 480 nm, 0.0001% Triton;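 further: potency means the concentration at half of the fitted maximal effect; plate controls were no compound for no effect and no enzyme for full effect; nearly all actives have a fitted effect of over 20% in size; some results filed as inactive show a strong effect at the top dose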
#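 AmpC (5.3 nM in the dispensed reagent) in 20 mM phosphate pH 7.0 with 0.01% (detergent screen) or 0.0001% Triton X-100 was preincubated with compounds for 15 min at room temperature. Nitrocefin was then added from an 800 uM solution, and hydrolysis was followed at 480 nm.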
# AMA1-RON2 inh: disrupts binding of P. falciparum AMA1 to RON2; AlphaScreen AMA1-biotinylated RON2 peptide binding; Potency, µM (titrated, usually from 58.2 µM), for inactives: top-dose activity change, negative = inhibition, actives largely listed as inhibitors; AID 720542; 360,000 tested, 0.2% active;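 further: potency means the concentration at half of the fitted maximal effect; 0% = vehicle wells and -100% = peptide control; nearly all actives have a fitted effect of over 45% in size; some results filed as inactive show a strong effect at the top dose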
#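 AMA1 (3D7) with his tag at 25 nM final met compounds first, then biotinylated RON2 peptide at 25 nM; detection used donor plus acceptor beads, 10 µg/mL apiece, read by AlphaScreen after 30 min at room temperature.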
# An asterisk follows results filed as active; ? = inconclusive; · = not tested or not shown; & = joins results of further samples; [ ] = remark or other dose. Unless noted, the call rests on the fitted dose curve; in most records, active means well fitted curve in the direction sought with a large enough effect; inconclusive means small, poorly fitted or top-dose-only effect, or another doubt; inactive means no such curve, though single readings can be large; an effect the other way counts as inactive or inconclusive. Unless noted, on the % scale 0 is the no-effect control and ±100 the full control effect.
# Every second line gives: AmpC inh detg | Sm TGR inh | TbPYK inhibitor | LmPK inhibitor | HCMV antiviral | AmpC inh no detg | AMA1-RON2 inh
1. CCn1cnc2c1c(=O)n(Cc1ccc(C(=O)OC)cc1)c(=O)n2Cc1ccccc1
 : -2% | -7% | -8% | 1% | 16 | 11% | -3%
2. O=C(N/C(=C/c1cccnc1)C(=O)N1CCCCCC1)c1ccccc1
 : ? | 7% | 7% | 1% | 25 | 168%[activator] | -2%
3. CC12CCC(=O)N1C(C(=O)Nc1ccccc1F)CS2 (stereo not given)
 : -1% | -2% | -3% | · | -14 | -8% | -1%
4. CC(C)c1ccc(/C=C/C(=O)Nc2ccc(CN3CCOCC3)cc2)cc1
 : -13% | 3% | 0% | 0% | ? | 119%[activator] | -15%
5. Cc1ccc(N2C(=O)/C(=C\c3ccco3)SC2=S)cc1
 : 6% | -33% | -8% | 8% | 22 | -33% | ?
6. CC(=O)Nc1ccc(S(=O)(=O)N2CCc3ccccc3C2)cc1
 : 0% | 15% | 3% | 3% | -20 | 3% | -5%
7. COc1ccc(CNC(=O)c2ccccc2SCC(=O)NCc2ccco2)cc1
 : ? | -1% | 2% | · | 43 | -10% | 2%
8. CCCn1c(SCC(=O)NC(=O)NC(C)(C)C)n[nH]c1=O
 : 3% | 1% | 0% | 2% | 32 | -16% | 11%
9. O=C(NC(=S)Nc1ccc2[nH]c(=O)[nH]c2c1)c1cc(Br)ccc1Cl
 : -2% | -1% | 3% | -4% | -23 | -5% | 15%
10. CCOc1ccc(S(=O)(=O)NCc2cccs2)cc1C(C)C
 : -16% | -15% | -2% | · | -18 | 16% | 3%
11. CC1CCC(NC(=O)CCc2cn(Cc3ccc(F)cc3)c3ccccc23)CC1 (stereo not given)
 : 4% | -1% | 0% | · | -34 | · | ·
12. C[C@]12CC[C@@H]3c4ccc(O)cc4CC[C@H]3[C@@H]1CC[C@@H]2O
 : 1% | 7% | 2%&-5% | 3% | -24 | -26% | 0%
13. Cc1ccc(CN2CCN(Cc3cn[nH]c3C3CCCCC3)CC2CCO)cc1 (stereo not given)
 : -5% | -2% | 2% | 7% | -25 | 82%[activator] | -5%
14. CC(c1ccc(O)cc1)(c1ccc(O)cc1)c1ccc(CCBr)cc1
 : -1% | -1% | 1% | -1% | 41 | -47% | -6%
15. C#CCOCCOCCOCCNc1nc(N2CCN(C(=O)[C@H](CCCN=C(N)N)n3cc(C(N)[C@@H](C)CC)nn3)CC2)nc(N2CCN(C(=O)[C@H](CO)n3cc([C@@H](N)C(C)C)nn3)CC2)n1 (stereo not given in full)
 : · | · | -9% | · | 8 | 52% | 10%
16. CCc1nc2ccc(C(=O)N3CCN(c4cccc(OC)c4)CC3)cc2nc1CC
 : -6%&8% | -11%&10% | 2%&-6% | 1% | 34&16 | 157%[activator] | -1%
17. COc1ccc(-c2nn(CCC(=O)O)cc2CCC(=O)O)cc1
 : ? | 1% | -4% | 1% | 40 | -12% | 5%
18. O=C(c1cc(Sc2cccc(Cl)c2)nc2ccccc12)N1CCN(c2ccccn2)CC1
 : -4% | 5% | 3% | 1% | ? | ? | 12%
19. CC1(C)CC(CCC(=O)Nc2ccccc2Cl)C(=O)O1 (stereo not given)
 : -13% | 5% | -7% | -3% | -20 | -17% | -1%
20. Cc1ccc(C(=O)OCC(=O)N(C)C2CCS(=O)(=O)C2)cc1S(=O)(=O)N1CCOCC1 (stereo not given)
 : ? | -1% | 2% | · | -11 | -2% | -20%
21. COC(=O)N/N=C/c1cc(Cl)cc(Cl)c1OCc1ccccc1F
 : -12% | -2% | -5% | 3% | -30 | -40% | 21%
22. CCN(CC)C(=O)N1CCN(Cc2ccc3c(c2)OCO3)CC1
 : 4% | · | 1% | 2% | -9 | -3% | -3%
23. COc1ccc(CCN=C(N)NS(=O)(=O)c2ccc3ccccc3c2)cc1
 : 0% | -15% | -5% | -4% | ? | -23% | -6%
24. Cc1ccc(/C(O)=C2\C(=O)C(=O)N(C)C2c2ccccc2)cc1 (stereo not given)
 : · | · | 2% | · | -20 | · | 3%
25. CC1CCN(c2ccc(/C=N/n3nnnc3N)cc2[N+](=O)[O-])CC1
 : 0% | 8% | 2% | -1% | 22 | -39% | ?
26. O=C1CCCC(O)=C1Sc1cc(Cl)c(Cl)cc1Cl
 : · | · | 2% | · | -4 | · | 13%
27. CCc1nc2sc3c(=O)n(N)cnc3c2c2c1COC(C)(C)C2
 : 5% | 56%[activator] | · | 1% | · | -15% | ·
28. O/N=C(\c1ccc(Cl)cc1)c1cc2ccccc2o1
 : -4% | -11% | 2% | -8% | 44 | -31% | -6%
29. C=CCC[C@@H](Cc1ccc(F)cc1)C(=O)OC[C@@H](Cc1c[nH]c2ccccc12)NC(=O)[C@H](CC=C)CC(=O)N[C@H](CO)Cc1ccccc1
 : · | · | 0% | · | ? | -16% | 8%
30. CCO[C@H]1OC(C(=O)N2CCN(Cc3ccc4c(c3)OCO4)CC2)=C[C@@H](c2ccc(C(F)(F)F)cc2)[C@@H]1CCCO
 : 7% | -2% | 3% | 4% | -12 | 216%[activator] | -8%

# Every second line gives: AmpC inh detg | Sm TGR inh | TbPYK inhibitor | LmPK inhibitor | HCMV antiviral | AmpC inh no detg | AMA1-RON2 inh
31. COc1cc(O)c(NC(C)=O)c2nonc12
 : ? | -11% | ? | -2% | 2 | -17% | 2%
32. CCOC(=O)C1(Cc2cccc(F)c2)CCN(C(=O)C2CCCO2)CC1 (stereo not given)
 : -7% | 4% | -2% | -9% | -12 | 32% | -5%
33. CC(C)(C)C(=O)Nc1c2c(nn1-c1ccc(F)cc1)CSC2
 : 7% | -6% | -4% | -2% | 0 | -6% | -3%
34. Cn1nnnc1SCC(=O)N1CCN(C(c2ccccc2)c2ccccc2)CC1
 : -8% | -27% | -10% | 8% | -12 | 145%[activator] | -6%
35. O=C(NCc1ccccc1)c1ccc(CSc2nc3cccnc3n2Cc2ccccc2F)cc1
 : -11% | 2% | 1% | · | -3 | · | ·
36. OC(c1ccc(Cl)c(F)c1)c1ncc(-c2ccccc2C(F)(F)F)[nH]1 (stereo not given)
 : · | · | -1% | · | -36 | · | 0%
37. Cc1ccc(N(C(=O)NC2CCCCC2)C2=NCCCCC2)cc1
 : 6% | 3% | -6% | -5% | -19 | -15% | 4%
38. CCn1cc(CNC(=O)c2cc(COc3ccc(F)cc3F)on2)cn1
 : 7% | 0% | 3% | 0% | ? | 1% | 0%
39. CCCc1nc2ccccc2c(C(=O)OCC(=O)Nc2ccc(S(=O)(=O)N3CCOCC3)cc2)c1CC
 : 1% | -10% | 3% | -1% | 30 | 17% | -11%
40. CCN1/C(=C/c2cc[n+](CCCS(=O)(=O)[O-])c3ccccc23)Sc2ccccc21
 : -16% | -4% | -3% | -7% | ? | -11%[11.4 µM] | -4%
41. COC(=O)c1ccccc1NC(=O)N1CCN(c2ccc(F)cc2)CC1
 : -4% | 16% | -1% | 1% | -63* | -8% | -17%
42. CCSc1nnc(NC(=O)c2csc3c2CCC(C)C3)s1 (stereo not given)
 : ? | 5% | 2% | -2% | 15 | -8% | 2%
43. Cc1nn(C)cc1-c1csc(N)n1
 : 10% | -3% | -3% | -2% | 48 | -20% | 4%
44. COc1ccc(C2=NN(C(=O)CSC3=NN4CCCC(=O)N=C4S3)C(c3cccc(OC)c3OC)C2)cc1 (stereo not given)
 : -1% | -5% | -5% | -2% | -6 | 195%[activator] | -9%
45. COC(=O)c1ccc(CNC(=O)c2c3c(nc4ccccc24)CCN(Cc2ccccc2)C3)cc1
 : -7% | -12% | 5% | -1% | -20 | -46% | -5%[11.6 µM]
46. CCN(CC)c1ccc(CNS(=O)(=O)c2cc3c(cc2C)NC(=O)CO3)cc1
 : 17% | 2% | 1%[15.4 µM] | · | 0 | · | ·
47. COc1cccc(C(=O)Nc2ccc(NC(=O)C3CCCCC3C(=O)O)cc2)c1 (stereo not given)
 : -4% | -7% | 3% | -6% | 9 | -39% | -2%
48. CC1CCN(Cc2c(C(=O)N/N=C/c3cccc(Cl)c3)nnn2-c2nonc2N)CC1
 : ? | 3% | 3% | 8% | -25 | 32% | 9%
49. CCOCCCNS(=O)(=O)c1ccc2c(c1)CCN2C(=O)CC
 : -9% | 6% | -8% | 2% | -7 | -14% | 8%

# Grouped by structure: the entries above with an aryl methoxy group
# Every second line gives: AmpC inh detg | Sm TGR inh | TbPYK inhibitor | LmPK inhibitor | HCMV antiviral | AmpC inh no detg | AMA1-RON2 inh
7. COc1ccc(CNC(=O)c2ccccc2SCC(=O)NCc2ccco2)cc1
 : ? | -1% | 2% | · | 43 | -10% | 2%
16. CCc1nc2ccc(C(=O)N3CCN(c4cccc(OC)c4)CC3)cc2nc1CC
 : -6%&8% | -11%&10% | 2%&-6% | 1% | 34&16 | 157%[activator] | -1%
17. COc1ccc(-c2nn(CCC(=O)O)cc2CCC(=O)O)cc1
 : ? | 1% | -4% | 1% | 40 | -12% | 5%
23. COc1ccc(CCN=C(N)NS(=O)(=O)c2ccc3ccccc3c2)cc1
 : 0% | -15% | -5% | -4% | ? | -23% | -6%
31. COc1cc(O)c(NC(C)=O)c2nonc12
 : ? | -11% | ? | -2% | 2 | -17% | 2%
44. COc1ccc(C2=NN(C(=O)CSC3=NN4CCCC(=O)N=C4S3)C(c3cccc(OC)c3OC)C2)cc1 (stereo not given)
 : -1% | -5% | -5% | -2% | -6 | 195%[activator] | -9%
47. COc1cccc(C(=O)Nc2ccc(NC(=O)C3CCCCC3C(=O)O)cc2)c1 (stereo not given)
 : -4% | -7% | 3% | -6% | 9 | -39% | -2%
